beta cell repl – inducers of MIN6 beta-cell proliferation, primary screen, ATP luminescence, uHTS | MIN6 cells proliferation, ATPlite luminescence, 48 h; cells starved in 0.2% serum; 100% = growth in 10% serum | proliferation, % at 10 µM | hit rate 0.29% among 330,000 | AID 2380, 2010;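 active = compounds whose signal lies at least 3.5 SD above the mean of all wells on their plate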;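 note: 0% = DMSO-treated cells in low-serum medium and 100% = 10% serum control; some compounds called inactive have numbers as strong as hits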
TIM10 inh – growth inhibitors of isogenic TIM10 control yeast, primary screen, counter-screen for tim10-1 yeast inhibitor project, luminescence, uHTS. S. cerevisiae TIM10 strain growth, BacTiter-Glo luminescence, 24 h. inhibition, % at 10 µM. hit rate 1.4% among 330,000. AID 463195, 2010;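 active = inhibition of 40% or more at the single tested concentration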;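 note: wild-type TIM10 isogenic control strain grown at permissive 25 °C; 0% = DMSO yeast wells and 100% = minimal medium wells without yeast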
tim10-1 inh – growth inhibitors of tim10-1 mutant yeast, primary screen, luminescence, uHTS | S. cerevisiae tim10-1 ts strain growth, BacTiter-Glo, 24 h | inhibition, % at 20 µM | hit rate 2.2% among 330,000 | AID 463190, 2010;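 active = inhibition of at least 40%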;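 note: mutant grown at 25 °C; 0% = DMSO wells with yeast and 100% = wells holding no yeast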
tim23-1 inh – growth inhibitors of tim23-1 mutant yeast, primary screen, luminescence, uHTS | hit rate 1.3% among 330,000 | inhibition, % at 20 µM | S. cerevisiae tim23-1 growth, BacTiter-Glo luminescence, 24 h | AID 463212, 2010;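 active = growth inhibition of the mutant yeast at or above 50%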;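 note: temperature-sensitive mutant grown at 25 °C; plate controls were DMSO-treated mutant yeast for no effect and medium wells lacking yeast for full effect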
MPTP block – mitochondrial permeability transition pore inhibitors, primary screen, biochemical, isolated mouse mitochondria, absorbance; Ca2+ swelling absorbance, 30 min; inhibition, % at 10 µM; hit rate 1.4% among 360,000; AID 602449, 2012;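 active = inhibition of 50% or more, scaled per plate between neutral and stimulator controls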;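 note: 0% = DMSO wells given calcium and 100% = 1 mM EGTA wells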
APJ agonist – agonists of human apelin receptor APJ, primary screen, CHO-K1 cells, PathHunter beta-arrestin, luminescence | P35414 | 0% DMSO wells, 100% apelin | activation, % at 20 µM | hit rate 0.11% among 330,000;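 active = activation more than six SD over the plate average, tested at 20 µM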;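 note: 0% = DMSO alone and 100% = apelin-13 at 10 nM; some results filed as inactive read as strong as hits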
Target sequence (P35414 whole entry, looked up): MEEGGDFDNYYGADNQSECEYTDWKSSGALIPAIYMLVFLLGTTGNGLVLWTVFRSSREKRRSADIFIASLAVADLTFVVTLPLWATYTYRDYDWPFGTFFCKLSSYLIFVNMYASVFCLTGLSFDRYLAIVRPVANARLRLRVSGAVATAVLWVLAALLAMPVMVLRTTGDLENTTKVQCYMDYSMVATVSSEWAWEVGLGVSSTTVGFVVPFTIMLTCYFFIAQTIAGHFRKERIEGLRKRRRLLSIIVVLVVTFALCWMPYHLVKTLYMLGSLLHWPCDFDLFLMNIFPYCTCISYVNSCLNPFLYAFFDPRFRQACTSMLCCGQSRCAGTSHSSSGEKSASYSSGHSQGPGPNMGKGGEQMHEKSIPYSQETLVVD
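Assay system – PathHunter CHO-K1 APJ (AGTRL-1) beta-arrestin reporter cells · Compound – one dose, 20 µM compound, 1% DMSO · Timing – compound 90 min 25 °C, reagent 1 h · Measured by – luminescence from split beta-galactosidase complementation, Galacton Star/Emerald II substrate · Measure – beta-arrestin recruitment to APJ as agonist activity, luminescent signal · Benchmarks – DMSO vs Apelin-13 10 nM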
GRIN3A LBD mod – binders of NR3A ligand-binding domain, primary screen, biophysical, differential scanning fluorimetry, uHTS. NR3A LBD differential scanning fluorimetry, Tm shift; 0% = protein alone, 100% = glycine-bound protein. Tm shift relative to glycine control, % at 25 µM. hit rate 2.5% among 340,000. AID 1259313, 2017;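 active = melting temperature shift of at least 10% of the positive control shift, at one fixed dose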
NALP3 yeast inh – NALP3 inflammasome inhibitors in reconstituted yeast, primary screen, luminescence, uHTS. Yeast reconstituted NLRP3/ASC/caspase-1, beta-gal luminescence, 24 h. inhibition, % at 10 µM. hit rate 0.39% among 330,000. AID 2825, 2010;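 active = inhibition of 50% or more; inactive = inhibition below 50%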;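 note: plate controls were induced DMSO wells for no effect and uninduced yeast grown without galactose for full effect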
APJ antag – antagonists of human apelin receptor APJ, primary screen, CHO-K1 cells, beta-arrestin complementation, luminescence. inhibition, % at 20 µM. hit rate 0.32% among 330,000;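 active = inhibition above about 40% at 20 µM, limit read from the data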;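 note: cells challenged with 10 nM apelin-13 agonist together with compound; plate controls were apelin-13 plus DMSO wells for no effect and DMSO wells lacking apelin-13 for full effect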
Numbers without * were called inactive; . = no result given.

mol,beta cell repl,TIM10 inh,tim10-1 inh,tim23-1 inh,MPTP block,APJ agonist,GRIN3A LBD mod,NALP3 yeast inh,APJ antag
N#Cc1ccccc1OCC(=O)N1CCN(C(=O)c2ccco2)CC1,6,9,17,11,1.6,-2,0,11,1
COc1ccc(CC(=O)Nc2ccccc2C(=O)N2CCCC2)cc1,-1,10,10,8,0.7,1,1,7,-4
O=C(NC(=S)NC1CCCc2ccccc21)c1ccco1 (stereo not given),-2,43*,51*,52*,0.6,-1,-5,-21,-22
COc1ccc(N2CCN(S(=O)(=O)CCNC(=O)CCCc3ccccc3)CC2)cc1,2,-2,-2,13,-1.2,-3,3,15,12
O=C(/C=C/c1ccc(OCCCF)cc1)NCc1ccc(Cl)cc1,-3,-4,2,-4,-0.6,-3,-3,18,0
CC(O)C1CCC2C3CC[C@H]4CC(O)CCC4(C)C3CC3(OCCO3)C12C (stereo not given in full),-3,25,24,32,-0.7,-5,1,27,16
CCOc1ccccc1C(=O)OC(C)C(=O)Nc1ccc(S(=O)(=O)N2CCCC2)cc1 (stereo not given),-2,13,36,26,0.6,-2,-1,3,0
O=C(c1ccncc1)N1N=C2CCCCCC2C1(O)C(F)(F)F (stereo not given),-2,-3,25,17,1.8,0,0,-6,-3
O=C(O)CSc1nnc2n(-c3ccccc3)c(=O)c3ccccc3n12,-2,-9,-11,-3,0.4,-1,1,15,2
CC1CCCCC1NC(=O)C1CCN(S(=O)(=O)c2cccc3nsnc23)CC1 (stereo not given),1,0,1,-2,0.5,-1,1,11,5
CN(C)c1cccc(C(=O)NCc2ccccc2Cl)c1,-2,9,12,9,-0.6,-1,-1,8,-20
COc1ccc(Cl)cc1NC(=O)CN(C)CC(=O)Nc1ccccc1-c1ccccc1,1,19,27,22,-6.3,-3,-7,5,15
O=C(Oc1cccc2c(O)cccc12)c1ccccc1,-4,-5,47*,79*,1.6,1,1,20,3
CC(C)CNC(=O)CCc1c[nH]c2ccccc12,-3,-1,4,7,-3.2,-3,-1,7,11
Cc1cnccc1CN(C)Cc1cn(C)nc1-c1cccc(Cl)c1,1,17,7,15,2.1,-3,-2,16,-4
COC(=O)/C(=C/Nc1ccccc1)[N+](=O)[O-],0,3,-29,-5,-0.4,-5,-1,9,15
O=S(=O)(Nc1ccc(S(=O)(=O)Nc2nccs2)cc1)c1ccc(Br)cc1,-6,15,3,10,-1.6,-2,1,10,16
CCCCCCOC(=O)C[N+](C)(C)CCOC1CC2CCC1(C)C2(C)C (stereo not given),-6,40,15,-24,-2.0,-9,-3,12,-2
Cc1ccc(C)c(NC(=O)CN(C)C(C)C(=O)N2CC(C)CC(C)C2)c1 (stereo not given),-1,12,22,32,0.7,-1,.,5,14
CCN(CC(=O)NCc1ccc(Cl)cc1)C(=O)c1ccc(S(=O)(=O)NCc2ccco2)cc1,-4,-3,14,-5,0.9,-2,2,16,5
CCOc1ccc(NC(=O)N2CCC(c3nc4ccccc4[nH]3)CC2)cc1,-1,3,6,11,-0.3,-1,1,10,-6
COc1cc(/C=N/NC(=O)c2ccc(Cl)c(S(N)(=O)=O)c2)ccc1OCC(N)=O,-2,2,10,-4,1.5,-3,-3,12,-18
N#CC(C(=O)c1ccco1)c1ccccn1 (stereo not given),1,-27,-27,-12,-0.7,-1,3,-6,13
C=CCOc1ccccc1CN1CCC(Oc2cc(C(=O)NC3CC3)ccc2OC)CC1,-3,-4,-1,-7,-0.6,-3,1,13,6
Cc1ccc(S(=O)(=O)N2CCOCC2)cc1C(=O)OCC(=O)NC1CCS(=O)(=O)C1 (stereo not given),0,2,5,2,-1.2,-3,2,10,-7
CCOc1ccc(CCNC(=O)c2nnn(CC(=O)Nc3ccccc3C)c2N)cc1OCC,-1,-2,1,-5,-1.5,-2,12*,10,9
CCc1ccc(NC(=O)CCn2c(=O)c3cccn3c3ccccc32)cc1,-3,4,38,38,-1.2,6,-16,21,17
Cc1ccc(NC(=O)C(=O)NNC(=O)c2ccccc2C)cc1Cl,1,1,1,-17,-2.1,-5,1,-16,-3
Cc1ccc(S(=O)(=O)NCCn2cnc([N+](=O)[O-])n2)cc1,-3,-9,5,11,-1.1,1,1,1,0
COc1ccc(N2CC(C(=O)N3CCC4(CC3)CC(=O)c3ccccc3O4)CC2=O)cc1 (stereo not given),0,8,4,14,-0.1,3,0,8,8
CCCC(=O)Nc1ccc(NC(=O)c2ccco2)c(OC)c1,3,12,12,31,-1.5,1,-1,23,24
O=C(CCCOc1ccccc1)NCCc1ccccc1,-4,-14,-12,0,1.0,-1,1,27,-23
CCOc1ccc2oc(C(=O)OC(C(=O)NC(N)=O)C(C)C)c(C)c2c1 (stereo not given),1,-4,-6,12,0.7,-3,0,10,-22
CCOC(=O)NC1(NCc2ccccc2)Oc2ccccc2O1,-5,14,10,26,0.2,-2,-8,-2,7
CCCCn1c(N)c(N(CC(C)C)C(=O)C2CC(=O)N(c3ccc(C)cc3)C2)c(=O)[nH]c1=O (stereo not given),2,7,10,14,0.5,-6,0,11,16
CC(Sc1nnc(Cc2cccs2)n1C1CC1)C(=O)NC1CCS(=O)(=O)C1 (stereo not given),-2,-1,-20,1,0.8,7,3,26,-26
COC(=O)c1ccc(S(N)(=O)=O)o1,0,-8,3,7,-1.2,1,0,0,-14
COc1ccc(N(CC(=O)N/N=C/c2ccccc2F)S(=O)(=O)c2ccccc2)cc1,0,-8,2,-5,1.1,-3,-8,2,-4
O=C(O)C1CCCCC1C(=O)Nc1ccc(Cl)cc1Cl (stereo not given),1,3,3,7,-1.8,-1,-17,6,14
O=C(COC(=O)c1ccncc1)Nc1ccc2c(c1)OCO2,-5,-8,2,12,-1.1,-2,0,4,8

An excerpt of these results, with values under each structure.
Under each structure – beta cell repl | TIM10 inh | tim10-1 inh | tim23-1 inh | MPTP block | APJ agonist | GRIN3A LBD mod | NALP3 yeast inh | APJ antag
O=C(CCCOc1ccccc1)NCCc1ccccc1
    -4 | -14 | -12 | 0 | 1.0 | -1 | 1 | 27 | -23
CCOc1ccc2oc(C(=O)OC(C(=O)NC(N)=O)C(C)C)c(C)c2c1 (stereo not given)
    1 | -4 | -6 | 12 | 0.7 | -3 | 0 | 10 | -22

New compounds follow.
mol,beta cell repl,TIM10 inh,tim10-1 inh,tim23-1 inh,MPTP block,APJ agonist,GRIN3A LBD mod,NALP3 yeast inh,APJ antag
CN1CCOc2ccc(S(=O)(=O)NCCc3ccc(Cl)cc3)cc21,-4,2,23,37,-0.2,-2,2,11,23
Nc1c(Cl)cc(Cl)cc1C(=O)OCC(=O)N1CCCC1,2,-3,11,10,-0.8,-2,0,20,-18
CCCNC(=O)Cn1cnc2sc(C(=O)NCCN(CC)CC)c(C)c2c1=O,-2,-7,-22,-5,0.1,-2,3,12,9
O=[N+]([O-])c1cc(S(=O)(=O)N2CCCC2)ccc1NCCc1ccccc1,-3,17,13,20,0.2,-4,-2,13,6
CCc1ccc(OC(=O)/C=C/c2ccco2)cc1,-5,1,10,4,1.4,-2,2,20,5
CCOC(=O)c1cc(-c2cc3ccccc3o2)nc2c1c(=O)[nH]c(=O)n2CCOC,4,-15,4,-7,1.2,1,-4,12,9
CCOc1ccc(NC(=O)CN(C)C(=O)c2cc(-c3ccc(OC)cc3)nc3ccccc23)cc1OCC,0,2,10,19,-1.3,9,6,5,-10
C#CCOCCOCCOCCNc1nc(N2CCN(C(=O)[C@H](CCCN=C(N)N)n3cc(C(N)[C@@H](C)CC)nn3)CC2)nc(N2CCN(C(=O)[C@H](CCCCN)n3cc([C@@H](N)[C@H](C)CC)nn3)CC2)n1 (stereo not given in full),-2,-4,-6,-7,101*,-1,1,17,2
Cc1cc(OC(=O)c2ccc(C(F)(F)F)cc2)c([N+](=O)[O-])c(=O)[nH]1,-1,0,7,16,-0.4,-5,1,15,11
CC1CCCC(C)N1c1ccc(S(=O)(=O)N2CCOCC2)cc1Cl (stereo not given),-2,8,18,33,0.8,-3,-1,23,-8
CCN(CC(=O)Nc1c(C(=O)OC)[nH]c2ccc(C)cc12)c1ccc2c(c1)OCO2,-3,11,14,40,-0.4,-1,-15,6,-1
COc1ccc(C)cc1NC(=O)c1cc2ccccc2o1,-2,3,6,-13,12,-3,1,18,0
Cc1sc2ncn(CC(=O)N3CCN(c4ccccc4F)CC3)c(=O)c2c1S(=O)(=O)N1CCOCC1,-2,11,-14,1,-0.5,-2,-4,-4,17
CC1=CC(C)(C)N2C(=O)C3(SCC(=O)N3c3ccc(O)cc3)c3cc(C)cc1c32 (stereo not given),-6,23,43*,27,10,-2,-4,9,3
Cc1nn(CC(O)Cn2cnc3c2c(=O)n(C)c(=O)n3C)c(C)c1Br (stereo not given),-2,12,2,3,-2.0,0,1,-2,-4
CSc1ncccc1C(=O)Nc1cccc(S(=O)(=O)N2CCCCCC2)c1,-1,15,12,26,-0.9,-3,0,7,15
COc1cc(OC)cc(C(=O)Nc2ncc3c(n2)CC(C)CC3=O)c1 (stereo not given),1,-3,19,10,-0.7,-3,1,13,-5
CCOC(=O)c1cc(-c2ccc(OC)cc2)nn1-c1ccccc1C(=O)O,-2,-9,-7,-19,0.4,-3,-1,15,14
O=C(Cc1c[nH]c2ccccc12)NCc1ccco1,-4,-5,5,4,-0.2,0,-1,4,-4
Cn1c(=O)[nH]c(=O)c2c1nc(NCCCn1ccnc1)n2CCOc1ccccc1,0,9,1,2,-1.3,-3,1,-17,3
Cc1cc(NC(=O)c2cccc(Br)c2)n[nH]1,-4,-6,10,-3,-0.6,15,0,6,-2
COc1cccc(C(=O)Oc2c(CN3CCOCC3)cc(Cl)c3cccnc23)c1,-6,44*,43*,51*,-4.0,-6,0,37,10
C/C(=N\NC(=O)c1c[nH]c2ccccc12)c1ccccn1,-4,31,23,34,0.3,5,-12,11,-40
Cc1csc(NC(=O)c2ccc(S(=O)(=O)N(C)c3ccccc3)cc2)n1,0,6,5,15,0.3,-2,-2,-2,12
C[C@H](CO)N1C[C@H](C)[C@@H](CN(C)Cc2ccc(Oc3ccccc3)cc2)Oc2c(NC(=O)C3CC3)cccc2C1=O,-6,6,27,39,0.1,0,-12,-12,-2
CCN1CCN(C(=S)c2ccc(OC)cc2)CC1,2,-18,12,5,-0.2,-1,-1,9,-13
CCOC(=O)c1cc(-c2csc(-c3ccc(C(F)(F)F)cc3)n2)on1,3,8,1,-1,1.7,1,-6,17,11
CS(=O)(=O)N1c2ccccc2[C@@]2(Br)C[C@H]3C(=O)N[C@@H](Cc4ccccc4)C(=O)N3[C@@H]12,-2,2,19,5,-0.5,-6,0,-3,-12
COc1ccccc1-c1nc2ccc(Cl)cc2c(=O)n1O,-4,-7,-44,-12,0.6,-3,0,20,-4
COC(=O)CSc1nnc(CNC(=O)c2ccc(S(=O)(=O)N(C)C)cc2)n1C,-2,1,3,1,0.4,-2,0,-3,14

High-throughput results (PubChem)

Compounds as they come. About 7.2% of those tested had a hit in this group.
